M4 PAM: human M4 muscarinic receptor positive allosteric modulators, primary screen, CHO-K1 cells, Fluo-8 calcium fluorescence; Muscarinic acetylcholine receptor M4 (Homo sapiens), P08173; CHO-K1 hM4/Gqi5, ACh EC20; 0% = ACh EC20, 100% = maximal ACh; activation, % at 3 µM; actives 0.4% (n = 360,000);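 active = activation above its plate's cutoff, the mean activation of sample wells plus 3 SD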; note: some results filed as inactive read as strong as hits
CHRM5 antagonist: human M5 muscarinic receptor antagonists, primary screen, CHO cells, Fluo-8 calcium fluorescence; actives 0.59% (n = 360,000); Muscarinic acetylcholine receptor M5 (Homo sapiens), P08912; AID 624040, 2012; CHO-hM5 cells, ACh EC80; inhibition, % at 3 µM;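 active = inhibition above a per-plate cutoff, the mean of that plate's test compounds plus 3 SD, cut at about 27% in these data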;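 note: 0% = acetylcholine EC80 with DMSO and 100% = DMSO without agonist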
Target sequence (P08912 whole entry, looked up): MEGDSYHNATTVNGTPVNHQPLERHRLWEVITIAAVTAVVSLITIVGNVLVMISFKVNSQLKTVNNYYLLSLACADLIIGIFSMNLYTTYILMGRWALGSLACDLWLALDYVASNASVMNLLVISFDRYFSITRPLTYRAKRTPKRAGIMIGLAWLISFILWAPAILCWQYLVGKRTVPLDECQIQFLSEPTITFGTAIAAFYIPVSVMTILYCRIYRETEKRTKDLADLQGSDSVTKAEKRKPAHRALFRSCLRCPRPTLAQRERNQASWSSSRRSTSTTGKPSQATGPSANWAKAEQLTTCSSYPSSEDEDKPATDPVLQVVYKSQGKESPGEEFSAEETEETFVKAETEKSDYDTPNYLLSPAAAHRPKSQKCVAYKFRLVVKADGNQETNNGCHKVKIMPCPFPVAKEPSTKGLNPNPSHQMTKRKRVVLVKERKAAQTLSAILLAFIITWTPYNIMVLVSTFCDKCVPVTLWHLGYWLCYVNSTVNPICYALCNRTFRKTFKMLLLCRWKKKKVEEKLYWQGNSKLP
M5 ag: human M5 muscarinic receptor agonists, primary screen, CHO-K1 cells, Fluo-8 calcium fluorescence. actives 0.19% (n = 360,000). AID 624037, 2012. Muscarinic acetylcholine receptor M5 (Homo sapiens), P08912. CHO-K1 hM5 cells; 0% DMSO wells, 100% maximal acetylcholine response. activation, % at 3 µM;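 active = activation above the run's mean over test compounds plus 3 SD, cut at about 23% in these data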;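 note: signal is peak over basal fluorescence ratio across the kinetic read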
CRFR2-BP antag: antagonists of CRF-BP/CRF-R2 complex, primary screen, cell-based, HEK293, calcium dye fluorescence, uHTS | CRF-induced calcium fluorescence | inhibition, % at 11.8 µM | actives 0.59% (n = 350,000) | AID 588475, 2011;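 active = inhibition of the ligand-induced calcium signal above about 50% at the single tested concentration, limit read from the data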
TAAR1 antagonist: human TAAR1 antagonists, primary screen, Fluo-8 calcium fluorescence, CHO RD-HGA16 cells. antagonist. inhibition, % at 3 µM. Trace amine-associated receptor 1 (Homo sapiens), Q96RJ0. actives 1.5% (n = 360,000). AID 624466, 2012;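 active = inhibition above a per-plate cutoff, the mean inhibition of test compounds on that plate plus 3 SD, cut at about 49% in these data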;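 note: 0% = DMSO plus EC80 beta-PEA response and 100% = DMSO alone without agonist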
Target sequence (Q96RJ0 whole entry, looked up): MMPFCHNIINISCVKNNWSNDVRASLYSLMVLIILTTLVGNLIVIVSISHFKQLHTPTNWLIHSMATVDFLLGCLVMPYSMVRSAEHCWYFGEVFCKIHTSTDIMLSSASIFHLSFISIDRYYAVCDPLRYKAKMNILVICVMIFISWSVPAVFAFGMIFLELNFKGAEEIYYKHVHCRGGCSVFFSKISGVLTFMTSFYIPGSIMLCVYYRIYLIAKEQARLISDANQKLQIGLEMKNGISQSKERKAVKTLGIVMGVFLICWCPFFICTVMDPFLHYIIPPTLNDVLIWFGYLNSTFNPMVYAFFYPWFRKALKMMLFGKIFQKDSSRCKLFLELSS
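Test system: CHO RD-HGA16 cells bearing hTAAR1 | Reagent: β-PEA, EC80 | Compound dosing: 3 µM, single point | Schedule: Dye loading 75 min at 37 °C, then 30 min room temperature | Signal: Calcium fluorescence with Fluo-8 | Evaluation: Percent inhibition of PEA-evoked calcium signal, max/basal emission ratio | Control set: DMSO-only wells and EC80 β-PEA-stimulated wells | Repeats: Singlicate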
CHO-K1 Ca PAM: nonselective calcium activators in parental CHO-K1 cells, primary screen, counter-screen for M1 PAM project, cell-based, Fluo-8 calcium fluorescence, full deck, 1536-well; activation, % at 3 µM; ATP EC20; 0% at ATP EC20, 100% at ATP max; actives 0.02% (n = 360,000); AID 602247, 2012;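 active = activation above the run cutoff, the mean activation of all test compounds plus 3 SD, cut at about 40% in these data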;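 note: peak over basal fluorescence ratio in a 140 s read after ATP addition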
CRFBP-R2 agonist: agonists of CRF-BP/CRF-R2 complex, primary screen, cell-based, HEK293, calcium dye fluorescence, uHTS; CRF-binding protein / CRF receptor 2 complex (human); activation, % at 13.2 µM; actives 0.46% (n = 350,000); calcium dye fluorescence (FLIPR); percent of saturating CRF peptide response;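 active = activation of at least 50%, plus an integration ratio under a set limit after plate pattern correction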;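 note: plate controls were neutral control wells without compound for no effect and CRF at EC100 for full effect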
M5 PAM: human M5 muscarinic receptor positive allosteric modulators, primary screen, CHO-K1 cells, Fluo-8 calcium fluorescence | Muscarinic acetylcholine receptor M5 (Homo sapiens), P08912 | CHO-K1 hM5, ACh EC20 PAM; 0% = ACh EC20, 100% = ACh EC100 | activation, % at 3 µM | actives 0.3% (n = 360,000) | AID 624038, 2012;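 active = activation above the run cutoff, the mean activation of all test compounds plus 3 SD, cut at about 18% in these data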
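Probe or stimulus: acetylcholine, EC20 level; Assay system: human M5 receptor in CHO-K1 cells; Schedule: compound preincubation 140 s before EC20 acetylcholine addition; Technique: intracellular calcium via Fluo-8 fluorescence; Dosing: single-point, 3 µM nominal; Read-out basis: percent activation from peak-over-basal fluorescence ratio, scaled EC20-to-EC100 acetylcholine; Repeats: one well per compound, no replicates.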
TAAR1 agonist: human TAAR1 agonists, primary screen, Fluo-8 calcium fluorescence, CHO RD-HGA16 cells; vehicle wells 0%, saturating PEA agonist 100%; actives 0.99% (n = 360,000); activation, % at 3 µM; Trace amine-associated receptor 1 (Homo sapiens), Q96RJ0;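 active = activation above the mean activation of all test compounds in the run plus 3 SD, cut at about 38% in these data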
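Repeats: no replicates (n 1) | Material: CHO-derived RD-HGA16 cells with stable Gα16 and human TAAR1 | Technique: Kinetic Fluo-8 calcium fluorescence | Schedule: 17-24 h seeding, 75 min 37 °C dye, 30 min RT | Evaluation: % activation from peak over basal fluorescence ratio, DMSO-to-PEA scaled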
Starred values were filed as active, the others as inactive; . = not tested or not shown. Hits appear at their usual frequency; about 4.2% have a hit in one of these screens.

SMILES	M4 PAM	CHRM5 antagonist	M5 ag	CRFR2-BP antag	TAAR1 antagonist	CHO-K1 Ca PAM	CRFBP-R2 agonist	M5 PAM	TAAR1 agonist
COC(=O)c1cnn2c(C(F)(F)F)cc(-c3ccco3)nc12	7	-6	-5	-3	9	13	0.6	8	0
COc1cc(OC)c(C(=O)NC2CCCc3ccccc32)cc1OC (stereo unspecified)	1	-1	-5	-3	-21	18	-0.9	-3	-5
CCN(C(=O)CSc1nc(C)cc(=O)[nH]1)C1CCCCC1	3	9	2	9	2	5	-1.5	-2	-1
Cc1ccc(S(=O)(=O)N2CCOC2C(Cl)(Cl)Cl)cc1 (stereo unspecified)	-2	-5	-10	-11	-13	25	-0.2	7	7
CCOc1ccc(S(=O)(=O)NCc2ccc3c(c2)OCO3)cc1	-2	-8	4	2	-3	0	-6.0	2	0
O=C(CSc1nncs1)Nc1ccc(N2CCCCC2)cc1	-1	8	7	-4	15	-1	-3.2	0	2
COCC1CCN(Cc2nc(Cc3ccccc3Cl)no2)CC1	-1	-3	-3	-4	0	19	0.1	-1	8
COc1ccc(-c2nnc(S/C(=C/c3ccc(Cl)cc3)C(=O)O)o2)cc1	-1	1	-3	15	-16	26	-0.5	-2	5
Cc1cccc(Oc2nc(-c3ccncc3)nc3ccccc23)c1	-7	5	-1	-18	-32	12	1.8	4	6
CCc1ccccc1N(C(=O)c1snc(C(N)=O)c1N)C(C(=O)NCC1CCCO1)c1ccc(OC)c(OC)c1 (stereo unspecified)	4	3	-2	10	-13	8	-2.7	-7	6
COc1ccc(C2SCC(=O)N2c2c(C)n(C)n(-c3ccccc3)c2=O)cc1OC (stereo unspecified)	7	0	5	12	11	6	2.8	33*	10
COc1cc(/C=N/NC(=O)CC23CC4CC(CC(C4)C2)C3)cc(Br)c1OCC(=O)N(C)C	-3	6	0	-11	25	-12	5.5	-7	13
CCCCSc1nc2c(c(C(F)(F)F)c1C#N)CCC2	4	-2	-1	-24	-4	14	3.5	0	4
CC1CCN(CCCNC(=O)c2n[nH]c(=O)c3ccccc23)CC1	-5	18	-6	-3	-2	14	2.3	-6	8
Cc1ccc(C(=O)O)cc1NCc1ccncc1	-4	22	1	15	-26	-17	-1.1	-9	1
Cc1ccc(CN2C(=O)CCC2C(=O)N2CCN(c3ccccc3)CC2)cc1 (stereo unspecified)	1	9	0	-14	-21	27	-2.6	-7	0
Cc1coc2c1c(C)cc1oc(=O)c(CC(=O)NCCC(=O)O)c(C)c12	3	2	2	5	-5	-2	-3.0	5	6
Cc1cccc(-c2nnc(SCC(=O)C(C)(C)C)n2C)c1	3	0	2	-2	17	11	3.4	2	-1
O=C(NCc1ccco1)Nc1cccc([N+](=O)[O-])c1	-3	4	5	2	2	4	-0.6	-4	3
COc1ccc(NC(=O)C[C@H]2C(=O)N(Cc3ccccc3)C[C@@H]2C)cc1	9	-2	1	-2	-13	8	-0.1	2	0

The last four compounds of the part before come first, to join the parts:
SMILES	M4 PAM	CHRM5 antagonist	M5 ag	CRFR2-BP antag	TAAR1 antagonist	CHO-K1 Ca PAM	CRFBP-R2 agonist	M5 PAM	TAAR1 agonist
Cc1coc2c1c(C)cc1oc(=O)c(CC(=O)NCCC(=O)O)c(C)c12	3	2	2	5	-5	-2	-3.0	5	6
Cc1cccc(-c2nnc(SCC(=O)C(C)(C)C)n2C)c1	3	0	2	-2	17	11	3.4	2	-1
O=C(NCc1ccco1)Nc1cccc([N+](=O)[O-])c1	-3	4	5	2	2	4	-0.6	-4	3
COc1ccc(NC(=O)C[C@H]2C(=O)N(Cc3ccccc3)C[C@@H]2C)cc1	9	-2	1	-2	-13	8	-0.1	2	0
COc1ccc(-c2nnc(SCC(=O)Nc3cc(C)on3)o2)cc1	6	3	4	-3	-1	10	-0.4	10	0
COC(=O)CSc1nc(N)c2c3c(sc2n1)CCCC3	1	4	-5	-2	-8	-4	-1.7	-1	10
COc1ccc(OCC(O)CN(CCO)CC(O)Cn2ccc3ccccc32)cc1 (stereo unspecified)	2	4	-1	-4	10	-6	0.2	-1	4
CCOc1cc(CNn2cn[nH]c2=S)cc(Cl)c1OCc1ccccc1F	5	1	-1	-41	0	14	3.6	-1	1
CCc1cc(=O)oc2cc(C)cc(OC(C)C(=O)NCCCn3ccnc3)c12 (stereo unspecified)	4	-1	-5	-15	2	26	-0.3	0	2
CC(=O)c1c(C(C)=O)c(C)n(-c2ccc3ncccc3c2)c1C	-1	4	2	5	-20	0	12	0	1
COC(=O)C1=C(C)NC(=O)CC1c1ccc(F)c(Br)c1 (stereo unspecified)	0	1	0	2	.	2	-2.5	-3	.
Cc1cc(C)c(S(=O)(=O)N2CCOCC2)c(C)c1N(C)S(=O)(=O)c1ccccc1	-5	11	-4	-4	-5	3	0.3	-6	3
CCN(Cc1cccs1)C(=O)CN1C(=O)NC2(CCCc3ccccc32)C1=O (stereo unspecified)	9	-1	2	-8	0	3	-0.4	-8	2
CSc1nnc(-c2ccccc2N=Cc2c(C)[nH]n(-c3ccc4ccccc4c3)c2=O)c(=O)[nH]1	-5	2	-4	12	9	1	0.7	-8	7
Cc1ccc(NC(=S)NCc2ccccc2)cc1C	-11	17	-17	35	7	2	1.1	-6	-2
CNC(=O)c1ccccc1S(=O)c1ccccc1COC(C)=O (stereo unspecified)	-13	11	0	-16	2	13	-1.9	-1	12
COc1ccccc1N1CCN(C(=O)CSc2nc3ccccc3o2)CC1	-6	6	5	16	10	9	0.4	-6	14
C[C@H](CO)N1C[C@H](C)[C@@H](CN(C)Cc2cccc(C(=O)O)c2)OCc2cnnn2CCCC1=O	6	-10	3	5	-18	12	0.4	2	4
CCN(CC)C(=O)[C@H]1C[C@H](CC(=O)NCc2cccc(C(F)(F)F)c2)C(=O)N2CCc3c([nH]c4ccc(Cl)cc34)[C@]12C	7	-12	2	39	-1	30	9.2	8	3
Cc1ccc(S(=O)(=O)NCc2ccccn2)c(C)c1C	1	4	0	12	-9	-9	-2.8	-4	0
Cc1cc(C(=O)NC(CC(C)C)C(=O)O)cc(C)c1[N+](=O)[O-] (stereo unspecified)	7	1	0	4	-3	9	-1.8	-10	-1
CCn1ncc(Br)c1C(=O)Nc1ccccc1C(F)(F)F	1	-9	-5	-8	-5	-8	-2.7	10	3
Clc1cc2cccnc2c2ncccc12	3	-4	1	-15	-2	5	0.3	2	0
COc1cccc(CNC(=S)Nc2cc(OC)ccc2OC)c1	8	6	-3	5	-1	6	-0.1	-1	0
Cc1ccc(CCN2CC(C(=O)NCc3ccc4c(c3)OCO4)CC2=O)cc1 (stereo unspecified)	16	1	-1	3	-17	12	-0.4	4	3
O=C(c1ccc2c(=O)n(-c3ccccc3)c(=S)[nH]c2c1)N1CCN(c2ccccc2)CC1	-2	5	-1	14	18	3	-1.4	-6	-2
CC(C)COP(=O)(c1ccc(N(C)C)cc1)C(Nc1ccccc1)c1ccccc1 (stereo unspecified)	0	5	-3	21	-22	19	3.5	0	1
COc1ccccc1-c1nc(SCC(=O)N2CCC(C(N)=O)CC2)n[nH]1	15	0	2	-4	-22	10	2.1	8	2
COCCNC(=O)CN(C(=O)c1ccc(N2CCCC2)nc1)c1ccccc1	-4	6	3	13	17	11	0.4	1	3
Cc1ccccc1S(=O)(=O)Cc1ccc(C(=O)NCCCN2CCCC2)o1	-4	12	-9	9	-5	7	-0.9	-2	0
COC(=O)C1C(=O)C=C(Nc2ccc(F)cc2F)CC1c1ccc(OC)cc1 (stereo unspecified)	-2	0	0	9	3	13	-2.4	-1	2
CC(NC(=O)/C=C/c1ccco1)c1nc2ccccc2n1Cc1c(Cl)cccc1Cl (stereo unspecified)	-5	-4	-6	49	-16	7	-0.2	-2	-1
COC(=O)c1nn(-c2ccccc2)ccc1=O	1	-3	-2	-5	-15	15	-0.5	-4	6
COc1ccc(OCc2cc(C(=O)N3CCC(c4ccccc4)CC3)no2)c(Cl)c1	5	-1	-3	5	2	9	5.7	1	2
O=c1ccc(-c2nc3ccccc3n2Cc2ccc(Cl)cc2)c[nH]1	-6	10	0	-7	17	7	4.2	-6	5
COCCn1c(SCC(=O)Nc2ccccc2OC)nc2c([nH]c3ccccc32)c1=O	0	13	-5	47	2	-8	0.6	-8	-3
CCN(CC)C(=O)C1CCN(S(=O)(=O)c2ccc3oc4ccccc4c3c2)CC1	5	20	6	-7	4	-1	2.1	-18	2
Cc1cc(C)n(-c2ccccc2C#N)n1	-7	-11	-1	6	-11	-16	-2.3	4	1
Cc1ccc(CN(C)C(=O)c2cccc(S(=O)(=O)N3CCN(Cc4ccccc4)CC3)c2)o1	-1	8	2	14	-15	7	-1.9	-7	3
CN(Cc1ccccc1)S(=O)(=O)c1ccc(NC(=O)C2CCCO2)cc1 (stereo unspecified)	-6	4	3	-7	-20	-3	-1.7	-9	9
CCCCc1cc(=O)oc2cc(OCc3cc(OC)c(OC)c(OC)c3)c(Cl)cc12	16*	0	-2	35	0	25	-1.1	13	5
COC(=O)c1ccc(OCC(O)CNC2CCCC2)cc1 (stereo unspecified)	-2	18	-3	1	-15	13	1.0	-3	4
COc1ccc([N+](=O)[O-])cc1N1C(=O)c2cccc3cccc(c23)C1=O	5	-3	-1	11	3	26	-0.5	-2	1
CC(=O)Nc1ccc(CN(C)c2c(C)nc3ccc(C(=O)N4CCN(C(C)=O)CC4)cn23)cc1	7	-9	-2	.	-8	11	.	2	3
CCCn1nc(NC(=O)C(C)(C)C)c2cc3cc(OC)ccc3nc21	-10	6	0	-18	48	2	-2.7	-10	6
CC[C@]12c3[nH]c4ccccc4c3CCN1C(=O)C(CC(=O)NCCCOC)C[C@@H]2C(=O)N1CCN(C(=O)C2CC2)CC1 (stereo partly specified)	7	3	-1	0	-25	5	-1.4	1	4
COc1ccc(C(=O)OCC(=O)NC2CCCCCCC2)cc1OC	-3	-9	2	4	-13	0	-4.0	-4	9

Source: PubChem BioAssay
